High-throughput results (PubChem)
PAFAH1B3 inh: inhibitors of human PAFAH1B3; Q15102; recombinant PAFAH1B3, FP-rhodamine probe, fluorescence polarization; inhibition, % at 3.39 µM; 0.28% of 340,000 active; AID 492972;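 active means inhibition above the screen-wide average of all tested compounds plus 3 SD, cut at about 25% in these data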;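 further: 0% = enzyme with DMSO only and 100% = wells lacking PAFAH1B3 protein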
Target sequence (Q15102 whole entry, looked up): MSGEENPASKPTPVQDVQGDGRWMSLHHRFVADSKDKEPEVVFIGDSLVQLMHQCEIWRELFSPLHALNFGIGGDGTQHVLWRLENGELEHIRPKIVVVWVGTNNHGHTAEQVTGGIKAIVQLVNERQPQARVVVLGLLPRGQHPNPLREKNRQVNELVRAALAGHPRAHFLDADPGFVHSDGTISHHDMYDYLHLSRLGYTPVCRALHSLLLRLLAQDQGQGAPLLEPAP
LYPLA2 inh: blocks human lysophospholipase 2, a PME1 counter-screen; O95372; recombinant LYPLA2, FP-Rh probe fluorescence polarization; inhibition, % at 5.9 µM; 0.38% of 320,000 active; AID 2177;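 active means inhibition above the screen-wide mean plus 3 SD, limit set per campaign, cut at about 26% in these data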;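 further: 0% = LYPLA2 with DMSO and 100% = wells lacking LYPLA2 enzyme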
LYPLA1 inh: blocks human lysophospholipase 1, a PME1 counter-screen; O75608; recombinant LYPLA1, FP-Rh probe fluorescence polarization; inhibition, % at 5.9 µM; 0.16% of 320,000 active; AID 2174;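 active means inhibition above the mean of all tested compounds plus 3 SD, set per campaign, cut at about 14% in these data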;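 further: inhibitors block serine hydrolase probe labeling of LYPLA1 so polarization falls; 0% = enzyme with DMSO and 100% = wells lacking LYPLA1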
PREPL inh: human PREPL enzyme inhibition; Q4J6C6; recombinant PREPL, fluorescence polarization activity-based probe; inhibition, % at 5.96 µM; 0.68% of 320,000 active; in the data active means inhibition above about 43%;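 further: 0% = enzyme with DMSO and 100% = wells lacking enzyme; many of its hits are not listed in these tables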
PAFAH2 inh: PAFAH2 (human) inhibition | Q99487 | recombinant PAFAH2, FP-rhodamine activity probe, fluorescence polarization | inhibition, % at 3.39 µM | 0.99% of 340,000 active | AID 492956;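 active means inhibition above the mean over all tested compounds plus 3 SD, cut at about 30% in these data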;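 further: inhibitors block probe labeling of enzyme so polarization drops; 0% = enzyme with DMSO and 100% = wells lacking PAFAH2 protein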
PAFAH1B2 inh: PAFAH1B2 (human) inhibition; 1.2% of 340,000 active; P68402; AID 492953; recombinant PAFAH1B2, FP-rhodamine activity probe, fluorescence polarization; inhibition, % at 3.39 µM;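 active means inhibition above the mean of all tested compounds plus 3 SD, cut at about 24% in these data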;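 further: 0% = enzyme with DMSO and 100% = wells lacking PAFAH1B2; many of its hits are not listed in these tables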
Target sequence (P68402 whole entry, looked up): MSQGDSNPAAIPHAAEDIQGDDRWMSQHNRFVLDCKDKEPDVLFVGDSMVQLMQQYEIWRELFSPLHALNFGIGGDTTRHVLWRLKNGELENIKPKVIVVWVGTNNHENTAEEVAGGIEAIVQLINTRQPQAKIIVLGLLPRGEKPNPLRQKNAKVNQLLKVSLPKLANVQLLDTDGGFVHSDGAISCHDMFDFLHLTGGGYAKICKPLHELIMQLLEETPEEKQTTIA
GSTO1 inh: blocks human GSTO1 in RBBP9 counter-screen; P78417; recombinant GSTO1, activity-based probe fluorescence polarization; inhibition, % at 5.96 µM; 1.1% of 300,000 active; AID 1974;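 active means inhibition above the campaign mean inhibition plus 3 SD, cut at about 35% in these data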;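 further: 0% = GSTO1-1 with DMSO and 100% = wells lacking GSTO1-1 enzyme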
PAD4 inh: inhibitors of human PAD4; recombinant PAD4, RCA probe fluorescence polarization; Q9UM07; inhibition, % at 6.36 µM; 0.41% of 330,000 active;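 active means percent inhibition above a cutoff equal to the mean of all tested compounds plus 3 SD, cut at about 15% in these data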;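 further: 0% = PAD4 with RCA probe and DMSO and 100% = probe without PAD4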
pPAFAH inh: inhibitors of human plasma PAF acetylhydrolase (pPAFAH). Q13093. recombinant pPAFAH, FP-rhodamine probe fluorescence polarization. inhibition, % at 3.39 µM. 1.5% of 330,000 active. AID 463082;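 active means inhibition above the mean inhibition across the screen plus 3 SD, cut at about 25% in these data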;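 further: inhibitors block binding of the rhodamine activity-based probe so polarization drops; 0% = enzyme with DMSO and 100% = wells lacking pPAFAH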
Target sequence (Q13093 whole entry, looked up): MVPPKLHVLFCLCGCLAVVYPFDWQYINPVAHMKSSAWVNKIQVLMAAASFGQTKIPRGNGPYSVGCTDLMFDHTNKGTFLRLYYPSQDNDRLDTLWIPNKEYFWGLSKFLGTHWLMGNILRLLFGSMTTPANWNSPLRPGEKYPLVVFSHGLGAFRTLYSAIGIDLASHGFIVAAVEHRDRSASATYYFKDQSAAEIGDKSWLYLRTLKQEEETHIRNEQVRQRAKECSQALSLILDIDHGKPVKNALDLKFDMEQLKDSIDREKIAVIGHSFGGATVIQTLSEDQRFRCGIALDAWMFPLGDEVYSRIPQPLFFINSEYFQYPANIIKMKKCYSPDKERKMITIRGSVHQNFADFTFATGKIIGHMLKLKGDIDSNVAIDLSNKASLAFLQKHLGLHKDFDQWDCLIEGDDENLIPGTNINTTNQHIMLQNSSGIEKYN
* = called active by the depositor.

Results for COC(=O)C1(C)NC(c2ccc(O)cc2)C2C(=O)N(c3ccc4c(c3)OCCO4)C(=O)C21 (configuration not stated) ?
PAFAH1B3 inh: 2; LYPLA2 inh: 1; LYPLA1 inh: 2; PREPL inh: -5; PAFAH2 inh: -9; PAFAH1B2 inh: -3; GSTO1 inh: 10; PAD4 inh: -5; pPAFAH inh: 1

Results for CCCCN(C)CCCNC(=O)c1ccc2c(c1)NC(=O)C(N1CCOCC1)S2 (configuration not stated) ?
PAFAH1B3 inh: 5; LYPLA2 inh: -10; LYPLA1 inh: 0; PREPL inh: 2; PAFAH2 inh: 4; PAFAH1B2 inh: 0; GSTO1 inh: -3; PAD4 inh: -5; pPAFAH inh: 5

Results for CCc1ccc(C2N(c3ccc(OC)cc3)C(=O)C3CCCN32)cc1 (configuration not stated) ?
PAFAH1B3 inh: 5; LYPLA2 inh: 0; LYPLA1 inh: -2; PREPL inh: 0; PAFAH2 inh: 2; PAFAH1B2 inh: -4; GSTO1 inh: 4; PAD4 inh: -1; pPAFAH inh: 3

Results for CCOc1ccccc1NC(=O)COc1ccc(S(=O)(=O)N2CCCC2)cc1 ?
PAFAH1B3 inh: -10; LYPLA2 inh: -6; LYPLA1 inh: -3; PREPL inh: 0; PAFAH2 inh: -5; PAFAH1B2 inh: -2; GSTO1 inh: -17; PAD4 inh: -3; pPAFAH inh: -2

What do the screens show for `COc1ccc(/C=N/S(=O)(=O)c2ccccc2)cc1OC`?
PAFAH1B3 inh: 1; LYPLA2 inh: -3; LYPLA1 inh: -3; PREPL inh: -1; PAFAH2 inh: -4; PAFAH1B2 inh: 2; GSTO1 inh: -3; PAD4 inh: -2; pPAFAH inh: 3

How did COc1ccc(CCNC(=O)CC2SC(=NCc3ccccc3)NC2=O)cc1 (configuration not stated) do in these assays?
PAFAH1B3 inh: 10; LYPLA2 inh: -4; LYPLA1 inh: -3; PREPL inh: 4; PAFAH2 inh: 8; PAFAH1B2 inh: 1; GSTO1 inh: 2; PAD4 inh: -6; pPAFAH inh: -2

Results for CCOc1ccccc1-c1nc2c(C(C)(C)C)nn(C)c2c(=O)[nH]1 ?
LYPLA2 inh: 1; LYPLA1 inh: 2; PREPL inh: -1; GSTO1 inh: -2; PAD4 inh: 1; pPAFAH inh: 6

What do the screens show for `Cc1ccc(N(C(=O)C(F)(F)F)C(C(=O)NC2CCCCC2)c2ccncc2)cc1C` (configuration not stated)?
PAFAH1B3 inh: -1; LYPLA2 inh: 1; LYPLA1 inh: -5; PREPL inh: -4; PAFAH2 inh: -3; PAFAH1B2 inh: -1; GSTO1 inh: 7; PAD4 inh: -2; pPAFAH inh: -3

Results for Cc1ccccc1C(=O)NC(C)C(c1cccs1)N1CCOCC1 (configuration not stated) ?
PAFAH1B3 inh: -1; LYPLA2 inh: 3; LYPLA1 inh: -3; PREPL inh: -2; PAFAH2 inh: -1; PAFAH1B2 inh: 3; GSTO1 inh: 10; PAD4 inh: 0; pPAFAH inh: -1

What do the screens show for `CCCC(c1nnnn1Cc1ccc(OC)cc1)N1CCN(c2ccccc2OC)CC1` (configuration not stated)?
PAFAH1B3 inh: -4; LYPLA2 inh: -1; LYPLA1 inh: 2; PREPL inh: 2; PAFAH2 inh: 0; PAFAH1B2 inh: -1; GSTO1 inh: 7; PAD4 inh: -4; pPAFAH inh: 4

What do the screens show for `O=C1CC(N2CCC(c3nc4ccccc4o3)CC2)C(=O)N1Cc1cccs1` (configuration not stated)?
PAFAH1B3 inh: 1; LYPLA2 inh: 5; LYPLA1 inh: 0; PREPL inh: -9; PAFAH2 inh: 2; PAFAH1B2 inh: 2; GSTO1 inh: 5; PAD4 inh: 5; pPAFAH inh: 2

Results for COc1ccc(CCNS(=O)(=O)c2ccc3c(c2)CC(C)N3C(C)=O)cc1OC (configuration not stated) ?
PAFAH1B3 inh: 5; LYPLA2 inh: 2; LYPLA1 inh: -2; PREPL inh: 1; PAFAH2 inh: 10; PAFAH1B2 inh: -3; GSTO1 inh: -5; PAD4 inh: 3; pPAFAH inh: 2

Results for O=C(Nc1nc2c(s1)CCCC2)c1nn(Cc2ccccc2)c(=O)c2ccccc12 ?
PAFAH1B3 inh: 3; LYPLA2 inh: -4; LYPLA1 inh: -3; PREPL inh: 0; PAFAH2 inh: -7; PAFAH1B2 inh: -3; GSTO1 inh: 0; PAD4 inh: -6; pPAFAH inh: 7

What do the screens show for `CC(=O)c1ccc(NC(=S)N2CCCCCC2)cc1`?
PAFAH1B3 inh: 8; LYPLA2 inh: 14; LYPLA1 inh: 0; PREPL inh: 4; PAFAH2 inh: 1; PAFAH1B2 inh: 14; GSTO1 inh: 5; PAD4 inh: -4; pPAFAH inh: 3

How did CCc1nnc(NC(=O)CCC(=O)Nc2ccc(OC)cc2OC)s1 do in these assays?
PAFAH1B3 inh: 4; LYPLA2 inh: -3; LYPLA1 inh: -1; PREPL inh: 10; PAFAH2 inh: 2; PAFAH1B2 inh: 1; GSTO1 inh: -1; PAD4 inh: -4; pPAFAH inh: -4

What do the screens show for `COC(=O)C1(CC2CC(c3ccc(Cl)cc3)=NO2)CCN(C(=O)OC(C)(C)C)CC1` (configuration not stated)?
PAFAH1B3 inh: 12; LYPLA2 inh: 4; LYPLA1 inh: 2; PREPL inh: 4; PAFAH2 inh: -10; PAFAH1B2 inh: -2; GSTO1 inh: 2; PAD4 inh: -4; pPAFAH inh: 0

What do the screens show for `CC12CC3CC(C)(C1)CC(NCc1ccncc1)(C3)C2`?
PAFAH1B3 inh: 7; LYPLA2 inh: 1; LYPLA1 inh: 0; PREPL inh: -13; PAFAH2 inh: 3; PAFAH1B2 inh: 5; GSTO1 inh: 10; PAD4 inh: -5; pPAFAH inh: 5

How did Cn1c(CCCOc2ccc(Cl)cc2Cl)nnc1SCC(=O)Nc1ccc(F)c(Cl)c1 do in these assays?
PAFAH1B3 inh: 1; LYPLA2 inh: 3; LYPLA1 inh: -1; PREPL inh: -5; PAFAH2 inh: -3; PAFAH1B2 inh: 3; GSTO1 inh: 4; PAD4 inh: -2; pPAFAH inh: 2

How did Cc1c(C)c2c(OCC(=O)Nc3cccnc3)cc3c(c2oc1=O)CCC(C)(C)O3 do in these assays?
PAFAH1B3 inh: 10; LYPLA2 inh: 2; LYPLA1 inh: 4; PREPL inh: -1; PAFAH2 inh: 33*; PAFAH1B2 inh: 4; GSTO1 inh: 2; PAD4 inh: 0; pPAFAH inh: 20

How did O=C(c1ccc(OC2CCN(CCc3ccccc3)CC2)cc1)N1CCCC(CO)C1 (configuration not stated) do in these assays?
PAFAH1B3 inh: 3; LYPLA2 inh: 19; LYPLA1 inh: 2; PREPL inh: 23; PAFAH2 inh: 2; PAFAH1B2 inh: 4; GSTO1 inh: 1; PAD4 inh: 1; pPAFAH inh: 4

What do the screens show for `COc1ccc(-c2ccnc3ncnn23)cc1`?
PAFAH1B3 inh: 1; LYPLA2 inh: 5; LYPLA1 inh: 0; PREPL inh: 19; PAFAH2 inh: 2; PAFAH1B2 inh: 6; GSTO1 inh: 13; PAD4 inh: 3; pPAFAH inh: -1

Results for Cc1cccc(CCN(CC(=O)NCc2ccc(F)cc2)C(=O)c2csnn2)c1 ?
PAFAH1B3 inh: 3; LYPLA2 inh: -1; LYPLA1 inh: -1; PREPL inh: -3; PAFAH2 inh: 4; PAFAH1B2 inh: -1; GSTO1 inh: -10; PAD4 inh: -1; pPAFAH inh: 1

Results for CN(CC(=O)NNC(=O)CNC(=O)c1cccs1)S(=O)(=O)c1ccc(Cl)cc1 ?
PAFAH1B3 inh: 5; LYPLA2 inh: 1; LYPLA1 inh: -1; PREPL inh: 2; PAFAH2 inh: -6; PAFAH1B2 inh: -4; GSTO1 inh: 3; PAD4 inh: -5; pPAFAH inh: -5

What do the screens show for `O=C(CN1CCOCC1)NN=C1CCCCCCCCCCC1`?
PAFAH1B3 inh: 0; LYPLA2 inh: 3; LYPLA1 inh: -2; PREPL inh: 3; PAFAH2 inh: -23; PAFAH1B2 inh: -5; GSTO1 inh: 5; PAD4 inh: 4; pPAFAH inh: 2

What do the screens show for `COc1cc(C2CC(=O)C=C(O)C2)cc(OC)c1OC` (configuration not stated)?
PAFAH1B3 inh: -9; LYPLA2 inh: 2; LYPLA1 inh: -6; PREPL inh: -3; PAFAH2 inh: 0; PAFAH1B2 inh: -3; GSTO1 inh: -2; PAD4 inh: 0; pPAFAH inh: 0

How did CCC(C(=O)NC1CCCC1)N(C(=O)c1snc(C(N)=O)c1N)c1ccc(C)cc1C (configuration not stated) do in these assays?
PAFAH1B3 inh: 4; LYPLA2 inh: -3; LYPLA1 inh: -1; PREPL inh: 0; PAFAH2 inh: -8; PAFAH1B2 inh: 1; GSTO1 inh: 8; PAD4 inh: 0; pPAFAH inh: 6

Results for O=C(OCCN(CCOC(=O)c1ccncc1)S(=O)(=O)c1cccs1)c1ccncc1 ?
PAFAH1B3 inh: 0; LYPLA2 inh: -3; LYPLA1 inh: 2; PREPL inh: 0; PAFAH2 inh: 0; PAFAH1B2 inh: 4; GSTO1 inh: 1; PAD4 inh: 1; pPAFAH inh: 2

Results for Cc1cc(N(CN2CCCC2=O)C(=O)c2ccc(OC(C)C)cc2)no1 ?
PAFAH1B3 inh: 1; LYPLA2 inh: 1; LYPLA1 inh: -1; PREPL inh: -5; PAFAH2 inh: -9; PAFAH1B2 inh: -1; GSTO1 inh: 18; PAD4 inh: 2; pPAFAH inh: -5

Results for O=C(c1cc(-c2cccnc2)nc2ccc(Cl)cc12)N1CCN(S(=O)(=O)c2cccs2)CC1 ?
PAFAH1B3 inh: -6; LYPLA2 inh: -4; LYPLA1 inh: -7; PREPL inh: -19; PAFAH2 inh: 9; PAFAH1B2 inh: 6; GSTO1 inh: 7; PAD4 inh: -5; pPAFAH inh: 2

What do the screens show for `CCOC(=O)C1C(=O)NC(c2ccccc2)=NC1c1ccc(O)c(OC)c1` (configuration not stated)?
PAFAH1B3 inh: 7; LYPLA2 inh: 5; LYPLA1 inh: 0; PREPL inh: 10; PAFAH2 inh: 0; PAFAH1B2 inh: -2; GSTO1 inh: 8; PAD4 inh: 5; pPAFAH inh: 7

What do the screens show for `O=C(Nc1nc(-c2ccc(F)c(F)c2)cs1)c1ccc(OCC2CCCO2)cc1` (configuration not stated)?
PAFAH1B3 inh: -8; LYPLA2 inh: 12; LYPLA1 inh: 0; PREPL inh: 11; PAFAH2 inh: -6; PAFAH1B2 inh: -1; GSTO1 inh: 2; PAD4 inh: 2; pPAFAH inh: -5

Ordered by molecular weight (low to high): part of the list above
How did CCC(C(=O)NC1CCCC1)N(C(=O)c1snc(C(N)=O)c1N)c1ccc(C)cc1C (configuration not stated) do in these assays?
PAFAH1B3 inh: 4; LYPLA2 inh: -3; LYPLA1 inh: -1; PREPL inh: 0; PAFAH2 inh: -8; PAFAH1B2 inh: 1; GSTO1 inh: 8; PAD4 inh: 0; pPAFAH inh: 6

Results for O=C(OCCN(CCOC(=O)c1ccncc1)S(=O)(=O)c1cccs1)c1ccncc1 ?
PAFAH1B3 inh: 0; LYPLA2 inh: -3; LYPLA1 inh: 2; PREPL inh: 0; PAFAH2 inh: 0; PAFAH1B2 inh: 4; GSTO1 inh: 1; PAD4 inh: 1; pPAFAH inh: 2

Results for O=C(c1cc(-c2cccnc2)nc2ccc(Cl)cc12)N1CCN(S(=O)(=O)c2cccs2)CC1 ?
PAFAH1B3 inh: -6; LYPLA2 inh: -4; LYPLA1 inh: -7; PREPL inh: -19; PAFAH2 inh: 9; PAFAH1B2 inh: 6; GSTO1 inh: 7; PAD4 inh: -5; pPAFAH inh: 2

This is a subset; rates above refer to the full screens.
